# Screening results: PubChem BioAssay, National Center for Advancing Translational Sciences (NCATS)
# TDP43 rescue – qHTS of TDP-43 Inhibitors | TDP-43 expressing yeast growth rescue, BacTiter-Glo, 24 h | Potency, µM (top dose mostly 46.1 µM), without a hit: at the top dose growth rescue (activation), actives largely listed as activators | 1.8% of 410,000 active | AID 652104, 2013; note: % of control where 0% means no effect; nearly all actives have a fitted effect of over 50% in size
#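 Yeast expressing TDP-43 (pregrown in raffinose, seeded at OD600=0.02 in galactose medium) exposed to compounds 24 hr at 30 deg C. Growth read by BacTiter-Glo luminescence; rescue of toxicity appears as increased signal.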
# EPAC1 ag – qHTS for Agonist of cAMP-regulated guanine nucleotide exchange factor 3 (EPAC1): primary screen; Rap guanine nucleotide exchange factor 3 (Homo sapiens), O95398; EPAC1 agonist qHTS, biochemical assay; response scale: 100% = response to 6.5 mM cAMP; Potency, µM (top dose mostly 154 µM), for inactives: top-dose activation, hits mostly activators; 0.073% of 360,000 active; AID 720707, 2013; note: nearly all actives have a fitted effect of over 60% in size
# Target sequence (O95398 whole entry, looked up): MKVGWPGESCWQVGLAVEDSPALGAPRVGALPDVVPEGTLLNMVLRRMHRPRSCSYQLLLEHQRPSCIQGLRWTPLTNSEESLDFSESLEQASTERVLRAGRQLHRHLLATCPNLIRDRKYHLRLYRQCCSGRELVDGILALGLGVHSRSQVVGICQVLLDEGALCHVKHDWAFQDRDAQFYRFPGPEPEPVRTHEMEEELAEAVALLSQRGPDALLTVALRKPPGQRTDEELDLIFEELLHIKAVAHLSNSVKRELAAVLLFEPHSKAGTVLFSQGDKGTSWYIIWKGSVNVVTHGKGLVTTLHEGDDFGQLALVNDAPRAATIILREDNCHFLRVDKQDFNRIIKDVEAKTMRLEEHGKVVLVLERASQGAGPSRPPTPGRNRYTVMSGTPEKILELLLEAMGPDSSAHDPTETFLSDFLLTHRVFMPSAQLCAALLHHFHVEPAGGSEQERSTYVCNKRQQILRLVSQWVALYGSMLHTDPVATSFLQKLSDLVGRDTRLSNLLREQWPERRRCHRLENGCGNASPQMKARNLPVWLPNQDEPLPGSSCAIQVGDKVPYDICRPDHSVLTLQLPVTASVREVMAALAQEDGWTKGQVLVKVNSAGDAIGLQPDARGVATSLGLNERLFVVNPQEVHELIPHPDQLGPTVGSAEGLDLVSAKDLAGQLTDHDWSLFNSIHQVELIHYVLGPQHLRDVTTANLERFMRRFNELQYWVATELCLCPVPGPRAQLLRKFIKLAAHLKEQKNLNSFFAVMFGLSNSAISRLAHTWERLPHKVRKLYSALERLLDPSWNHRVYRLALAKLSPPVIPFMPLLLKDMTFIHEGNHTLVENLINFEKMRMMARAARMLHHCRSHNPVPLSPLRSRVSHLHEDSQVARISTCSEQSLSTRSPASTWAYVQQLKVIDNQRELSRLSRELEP
#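 Normalized to 6.5 mM cAMP, activity reflects EPAC1-catalysed release of BODIPY-GDP from Rap1B, followed kinetically over 30 min at 480 nm excitation, 540 nm emission. Reaction contained 100 nM EPAC1, 250 nM Rap1B-BODIPY-GDP, 50 uM GDP.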
# EPAC2 ag – qHTS for Agonist of cAMP-regulated guanine nucleotide exchange factor 4 (EPAC2): primary screen. Rap guanine nucleotide exchange factor 4 (Homo sapiens), Q8WZA2. EPAC2 activation, biochemical qHTS; response scale: 100% = 6.5 mM cAMP response. Potency, µM (highest dose often 154 µM), for inactives: top-dose activation, actives largely listed as activators. 0.079% of 360,000 active. AID 720711, 2013; note: nearly all actives have a fitted effect of over 50% in size
#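 EPAC2 (100 nM) mixed with Rap1B loaded with BODIPY-GDP (250 nM) plus 50 uM unlabeled GDP; compounds pinned in, 5 min RT, then read every 5 min for 30 min (ex 480, em 540 nm). Normalized to cAMP control.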
# PTHR1 agonist – qHTS for PTHR1 Agonists: Primary Screen. HEK293 GP2 PTHR1 cells, GloSensor cAMP luminescence, 1 h. Potency, µM (titrated, usually from 115 µM), for inactives: at the highest dose activation, actives largely listed as activators. 0.075% of 410,000 active. AID 743266, 2014; note: nearly all actives have a fitted effect of over 55% in size; some results filed as inactive show a strong effect at the top dose; inactives centre near -15; many of its hits are not listed in these tables
#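 HEK-293-derived GP2 cells expressing PTHR1 and a GloSensor cAMP reporter, 3,000/well, plated overnight, given luciferin plus IBMX (each 0.5 mM as added) for 1 h at 37 °C, then compound for 1 h at 37 °C. Luminescence was read after 15 min at room temperature.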
# EPAC1 antag – qHTS for Antagonist of cAMP-regulated guanine nucleotide exchange factor 3 (EPAC1): primary screen; EPAC1 GEF assay, Rap1b-BODIPY-GDP exchange fluorescence; Potency, µM (series often up to 115 µM), without a hit: top-dose activity change, negative = inhibition, actives largely listed as inhibitors; 0.14% of 360,000 active;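 note: plate controls were vehicle for no effect and positive control for full effect; nearly all actives have a fitted effect of over 50% in size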
# FUS yeast rescue – qHTS for Suppressors of FUS Proteinopathy: Primary screen using FUS-linked yeast assay | 0.24% of 390,000 active | AID 1347120, 2019 | Potency, µM (top dose mostly 76.6 µM), for the others: top-dose growth rescue (activation), actives largely listed as activators | S. cerevisiae FUS-expressing, growth rescue, OD600, 24 h;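 note: plate controls were DMSO vehicle for no effect and reference control for full effect; nearly all actives have a fitted effect of over 55% in size; some results filed as inactive show a strong effect at the top dose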
#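 FUS-expressing yeast, raffinose-pregrown, induced in 2% galactose minimal medium at OD 0.005; compounds in a dilution series, 24hr at 30C. Growth restoration read as absorbance at 600 nm. CP55940 positive control, DMSO negative.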
# EPAC2 antagonist – qHTS for Antagonist of cAMP-regulated guanine nucleotide exchange factor 2 (EPAC2): primary screen; Rap guanine nucleotide exchange factor 4 (Homo sapiens), Q8WZA2; EPAC2 GEF exchange of Rap1B-BODIPY-GDP, fluorescence; Potency, µM (titrated, usually from 114 µM), without a hit: top-dose activity, negative = inhibition, hits mostly inhibitors; 0.18% of 360,000 active; note: % is set by controls: 0 for no effect and ±100 for the full control effect; nearly all actives have a fitted effect of over 45% in size; many of its hits are not listed in these tables
# aSyn yeast inh – qHTS of alpha-syn Inhibitors | Potency, µM (top dose mostly 46.1 µM), without a hit: at the highest dose growth rescue (activation), actives largely listed as activators | Yeast expressing alpha-synuclein, growth rescue, BacTiter-Glo, 24 h | 0.14% of 370,000 active; note: % of control where 0% means no effect; nearly all actives have a fitted effect of over 65% in size
#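 Galactose-induced alpha-syn yeast (OD600=0.02, raffinose-pregrown) + pinned cpd, 24 hr, 30 deg C; growth by BacTiter-Glo luminescence. Growth restoration scores as activation.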
# * hit, by the source's call; i = inactive; ? = inconclusive; / = not tested or not shown; [ ] = dose if it differs, or a comment. Calls come from the whole dose curve; as a rule, active = well fitted curve in the direction sought with a large enough effect; inconclusive = small, poorly fitted or top-dose-only effect, or another doubt; inactive = no such curve, though single readings can be large; an effect the other way counts as inactive or inconclusive. Potency is the fitted concentration of half-maximal effect. An excerpt; rates above refer to the full screens.
SMILES,TDP43 rescue,EPAC1 ag,EPAC2 ag,PTHR1 agonist,EPAC1 antag,FUS yeast rescue,EPAC2 antagonist,aSyn yeast inh
CCNC(=S)N1CCN(CC(=O)Nc2ccc(Br)cc2)CC1,8%,-8%,1%,-2%,8%,/,9%,4%
O=C(COC(=O)c1cccnc1Nc1ccccc1F)NC1CC1,-13%,-9%,-2%,i,3%,-2%,13%,-4%
COc1ccc(CC(=O)Nc2ccc(-c3ccc4nnc(C)n4n3)cc2)cc1OC,-24%,4%,2%,i,7%,21%,5%,-14%
COc1ccc(OC)c(S(=O)(=O)N2CCC(C(=O)NCc3cccnc3)CC2)c1,-1%,7%,2%,-12%,8%,-22%,-9%,-8%
CC1CCN(CC(=O)Nc2ccc3c(c2)OCO3)CC1,-21%,2%,6%,i,-18%,0%,16%,-2%
Cc1cc(N/N=C/c2ccc(O)cc2)nc(NS(=O)(=O)c2ccccc2)n1,5%,-6%,-6%,-21%,-3%,0%,13%,1%
Cc1ccc(N2CC(C(=O)OCC(=O)c3c(N)n(CC(C)C)c(=O)n(C)c3=O)CC2=O)cc1 (stereo not drawn),-10%,-4%,1%,i,-10%,14%,3%,-2%
O=C(CSc1ncc(C(F)(F)F)cc1Cl)N1CCNC1=O,?,-12%,-4%,i,-9%,0%,-10%,1%
COc1ccc(C(=O)COC(=O)C2COc3ccccc3O2)c(OC)c1 (stereo not drawn),21%,16%,11%,-23%,1%,-33%,-11%,4%
COc1ccc(N/C=C/C(=O)c2sc(-c3ccccc3)nc2C)cc1,-5%,18%,29%,i,15%,23%,25%,-23%
ON=C1c2ccccc2-c2cc(Br)ccc21,-40%[inhibitor],11%,-7%,i,-8%,/,-12%,-18%
CC(C)NC(=O)c1ccc(Cn2c(SCC(N)=O)nc3ccccc3c2=O)cc1,5%,/,/,-13%,/,-15%,/,2%
Cc1nn(C)c(Oc2cccc(C(F)(F)F)c2)c1C=O,-8%,1%,8%,i,-3%,3%,0%,-5%
CCOC(=O)N1CCN(C(=O)c2c(-c3c(Cl)cccc3Cl)noc2C)CC1,-4%,4%,1%,i,10%,-27%,3%,14%
Cc1nn(C)c(C)c1CCC(=O)O,11%,6%,4%,-3%,-2%,4%,3%,0%
CNC(=O)c1ccccc1-c1cn(C)c2ccccc2c1=O,-2%,0%,1%,i,-8%,-2%,2%,-1%
NC(=O)c1sc2cc(C(F)(F)F)cnc2c1-c1ccccc1,-7%,-7%,7%,-13%,-5%,-3%,0%,2%
CCOC(=O)c1c(-c2ccc(C)cc2)csc1NC(=O)c1ccc(N2C(=O)CCC2=O)cc1,11%,-3%,-21%,-5%,-3%,/,-10%,-3%
O=[N+]([O-])c1ccn(-c2nc(-c3ccccc3)cc(C(F)(F)F)n2)n1,28%,3%,15%,-9%,-4%,2%,-1%,-7%
O=C(CCCCn1c(=O)[nH]c2ccsc2c1=O)NCCc1ccccc1,-9%,11%,13%,i,2%,5%,0%,-12%
O=C1NCC(=O)N2CCC[C@@H]12,29%,5%,8%,-11%,3%,-12%,1%,3%
N#Cc1ccc(-c2csc(NC(=O)/C=C/c3cccs3)n2)cc1,-12%,9%,3%,-40%,?,10%,-1%,-10%
O=C(CN1C(=O)NC2(CCCC2)C1=O)Nc1nc2ccc(F)cc2s1,15%,6%,-2%,i,6%,5%,2%,0%
Cc1cccc(C)c1NC(=O)CSc1nc(N2CCOCC2)nc(N2CCOCC2)n1,3%,-8%,5%,i,10%,17%,14%,0%
Clc1ccccc1OCCCOc1cccc2cccnc12,19%,15%,27%,7%,-15%,39%,-11%,4%

# Record cards, as listed above:
# COc1ccc(OC)c(S(=O)(=O)N2CCC(C(=O)NCc3cccnc3)CC2)c1 as listed: TDP43 rescue = -1%; EPAC1 ag = 7%; EPAC2 ag = 2%; PTHR1 agonist = -12%; EPAC1 antag = 8%; FUS yeast rescue = -22%; EPAC2 antagonist = -9%; aSyn yeast inh = -8%
# O=C(COC(=O)c1cccnc1Nc1ccccc1F)NC1CC1 as listed: TDP43 rescue = -13%; EPAC1 ag = -9%; EPAC2 ag = -2%; PTHR1 agonist = i; EPAC1 antag = 3%; FUS yeast rescue = -2%; EPAC2 antagonist = 13%; aSyn yeast inh = -4%

# New compounds follow.
SMILES,TDP43 rescue,EPAC1 ag,EPAC2 ag,PTHR1 agonist,EPAC1 antag,FUS yeast rescue,EPAC2 antagonist,aSyn yeast inh
CCCCn1c(N)c(N(C)C(=O)CCCn2c(=O)oc3ccccc32)c(=O)[nH]c1=O,-10%,-7%,6%,1%,15%,1%,12%,-7%
CCCCSc1nc(NCc2ccco2)c2c3c(sc2n1)COC(C)(C)C3,?,-1%,10%,i,-2%,40%,-15%,0%
C/C(=N/NC(=O)c1cc(Cl)ccc1O)C12CC3CC(CC(C3)C1)C2,24%,-6%,-13%,-44%[inhibitor][57.5 µM],11%,-10%,3%,-13%
Cn1cc(S(=O)(=O)N2CCN(c3ccccc3F)CC2)c(=O)n(C)c1=O,19%,-18%,10%,-13%,4%,-15%,0%,-2%
O=C(O)c1ccc(NC2OC[C@@H](O)[C@H](O)[C@H]2O)cc1 (stereo partly drawn),6%,-11%,-2%,i,-12%,-42%,-4%,-2%
Cc1cc(C)n(C(=O)CNC(=O)c2cccc(Br)c2)n1,23%,1%,12%,-14%,-9%,7%,0%,0%
CCOc1cc(/C=N/NC(=O)CN2CCCCC2)ccc1OCc1cccc(Cl)c1,13µM*,2%,-6%,-52%[inhibitor],-9%,/,-11%,0%
Cc1cc(=O)[nH]c(SCn2nnc3ccccc3c2=O)n1,-7%,-6%,10%,i,11%,4%,1%,6%
NC(=O)c1ccc2c(c1)S(=O)(=O)c1ccccc1C2=O,-2%,3%,4%,i,-14%,-17%,3%,3%
Cc1cc2oc(=O)cc(CN(C)Cc3ccccc3)c2cc1C,-3%,-1%,6%,-8%,-17%,-30%,-29%,0%
COc1ccc(CC(=O)NC2CC(C)(C)NC(C)(C)C2)cc1OC,-4%,7%,5%,i,-12%,11%,9%,-6%
CC(=O)Nc1ccc(S(=O)(=O)N2CCN=C2SCc2ccc([N+](=O)[O-])cc2)cc1,-4%,8%,10%,-94%[inhibitor],?,/,0%,-3%
CCOc1cc(N2CCOCC2)c(OCC)cc1NC(=O)COC(=O)c1c(CC)noc1C,3%,7%,5%,-12%,-16%,-2%,-3%,4%
Cc1ccc2nc(CN(C)C(=O)[C@H]3O[C@@H](n4ccc(=O)[nH]c4=O)[C@H](O)[C@@H]3O)[nH]c2c1,16%,8%,2%,-19%,6%,-28%,16%,-1%
CN1CCN(c2ccc(C(=O)NC3CCCCC3)cc2[N+](=O)[O-])CC1,12%,-7%,-2%,-23%,-15%,-43%,-7%,0%
CCC(=O)N1c2ccc(S(=O)(=O)N(CCO)Cc3ccccc3)cc2CC1C (stereo not drawn),11%,0%,-4%,-26%[57.5 µM],3%,7%,1%,2%
CCOC(=O)c1ccc2[nH]c(C)c(CN3CCN(C)CC3)c(=O)c2c1,1%,6%,5%,-4%,8%,1%,-2%,-2%
CC(=O)c1ccc(NC(=O)N2CCN(c3cccc(Cl)c3)CC2)cc1,13µM*,10%,7%,?,?,27%,-1%,3%
O=C(c1ccco1)N1CCN(C(=O)c2cc(-c3ccccn3)nc3ccccc23)CC1,17%,0%,4%,i,-4%,27%,-3%,-3%
CCOc1ccc2nc(NC(=O)C3CCN(c4cnccn4)CC3)sc2c1,0%,13%,-3%,i,-7%,10%,-6%,13%
CCC(C(=O)NC1CCCC1)N(C(=O)Cn1nnc(-c2ccc(C)o2)n1)c1ccccc1OC (stereo not drawn),5%,12%,-1%,-6%,-14%,14%,3%,-5%
CCOC(=O)C1(Cc2ccccc2)CCCN(CCO)C1 (stereo not drawn),-21%,4%,11%,?,5%,-1%,1%,-5%
CSC1=NCCN1C(=O)c1ccc(S(=O)(=O)N2CCOCC2)cc1,12%,9%,2%,i,-17%,10%,-4%,-1%
COCCn1c(=N)c(S(=O)(=O)c2ccc(F)cc2)cc2c(=O)n3ccccc3nc21,-5%,16%,-6%,i,-6%,-2%,-11%,0%
Cc1ccccc1OCC(=O)Nc1sc2c(c1C#N)CC(C)(C)NC2(C)C,-17%,-8%,-5%,-4%,-5%,15%,2%,6%

# Later entries.
SMILES,TDP43 rescue,EPAC1 ag,EPAC2 ag,PTHR1 agonist,EPAC1 antag,FUS yeast rescue,EPAC2 antagonist,aSyn yeast inh
O=C(NCCNC(=O)c1ccccc1F)c1ccccn1,-11%,2%,14%,i,-2%,16%,4%,-6%
Cc1ccccc1-c1nc2ccccc2[nH]1,-4%,1%,4%,i,-10%,-20%,0%[57.1 µM],-6%
Nc1cc(=O)[nH]c(N2CCN(c3ccccc3)CC2)n1,2%[9.22 µM],10%,14%,i,-8%,32%,-2%,0%
O=S(=O)(NCc1ccc(F)cc1)c1ccc(-n2cccn2)cc1,-12%,-3%,5%,i,-9%,9%,-4%,12%
Cc1cccc2cc(COC(=O)c3cccc([N+](=O)[O-])c3)c(=O)[nH]c12,13%,-4%,-9%,i,-21%,-10%,5%,3%
CCCNC(=O)c1cc(-c2ccc(Br)cc2)on1,0%,-1%,0%,i,14%,/,11%,-16%
CCCCNC(=S)N/N=C/c1ccc(OCC(=O)Nc2c(C)cc(C)cc2C)c(OC)c1,-11%[9.22 µM],-2%,-4%,-22%,-8%,12%,3%,-3%
CCn1c(=O)c(CCC(=O)N2CCN(c3ccccn3)CC2)c(C)c2c(C)nn(-c3cccc(C)c3)c21,17%,-9%,-6%,i,5%,-17%,-16%,0%
Cc1ccc(N2C(=O)[C@@H]3[C@H](C2=O)[C@H]2C=C(C(=O)c4ccccc4)C=CN2[C@@H]3C(=O)c2ccc(Cl)cc2)cc1,-19%,2%,4%,i,-1%,28µM*,-28%,0%
CC(=O)Nc1c(I)c(C(=O)N[C@H]2C(O)O[C@H](CO)[C@@H](O)[C@@H]2O)c(I)c(N(C)C(C)=O)c1I (stereo partly drawn),24%,-14%,-1%,i,13%,-47%,21%,-4%
